# GSTO1 counter: GSTO1 inhibition, counter-screen for RBBP9 inhibitors; recombinant GSTO1, activity-based probe fluorescence polarization; AID 1974; 300,000 tested, 1.1% active; P78417; inhibition, % at 5.96 µM;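 active = inhibition above the campaign mean inhibition plus 3 SD, cut at about 35% in these data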;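 also: 0% = GSTO1-1 with DMSO and 100% = wells lacking GSTO1-1 enzyme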
# Target sequence (P78417 whole entry, looked up): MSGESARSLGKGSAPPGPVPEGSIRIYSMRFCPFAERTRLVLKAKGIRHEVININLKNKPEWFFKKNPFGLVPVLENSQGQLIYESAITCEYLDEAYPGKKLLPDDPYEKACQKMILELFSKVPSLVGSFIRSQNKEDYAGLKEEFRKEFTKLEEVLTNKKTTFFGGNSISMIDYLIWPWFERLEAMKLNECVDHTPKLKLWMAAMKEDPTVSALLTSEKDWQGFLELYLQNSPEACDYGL
# PAD4 FP inh: blocks human protein arginine deiminase 4. 330,000 tested, 0.41% active. recombinant PAD4, RCA probe fluorescence polarization. inhibition, % at 6.36 µM. Q9UM07;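 active = percent inhibition above a cutoff equal to the mean of all tested compounds plus 3 SD, cut at about 15% in these data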;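 also: 0% = PAD4 with RCA probe and DMSO and 100% = probe without PAD4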
# PAFAH1B2 inh: PAFAH1B2 (human) inhibition; AID 492953; P68402; inhibition, % at 3.39 µM; 340,000 tested, 1.2% active; recombinant PAFAH1B2, FP-rhodamine activity probe, fluorescence polarization;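 active = inhibition above the mean of all tested compounds plus 3 SD, cut at about 24% in these data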;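 also: 0% = enzyme with DMSO and 100% = wells lacking PAFAH1B2; many of its hits are not listed in these tables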
# Target sequence (P68402 whole entry, looked up): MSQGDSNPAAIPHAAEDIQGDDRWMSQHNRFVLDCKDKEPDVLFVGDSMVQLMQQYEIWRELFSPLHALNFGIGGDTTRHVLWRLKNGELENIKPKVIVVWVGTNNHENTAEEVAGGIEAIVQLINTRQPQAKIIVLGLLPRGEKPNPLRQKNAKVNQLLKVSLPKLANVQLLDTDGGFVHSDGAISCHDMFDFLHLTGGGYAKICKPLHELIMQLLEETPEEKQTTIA
# PME-1 inh: blocks human protein phosphatase methylesterase 1 | AID 2130 | inhibition, % at 5.9 µM | 320,000 tested, 0.53% active | recombinant PME-1, FP-Rh probe fluorescence polarization | Q9Y570;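 active = inhibition above the campaign mean of all compounds plus 3 SD, cut at about 26% in these data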;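 also: competitive labeling of PME-1 active site by serine hydrolase directed probe; 0% = PME-1 with DMSO and 100% = wells lacking PME-1 enzyme; inhibitors block probe labeling so polarization falls and inhibition rises; many of its hits are not listed in these tables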
# LYPLA2 inh: blocks human lysophospholipase 2, a PME1 counter-screen | O95372 | recombinant LYPLA2, FP-Rh probe fluorescence polarization | inhibition, % at 5.9 µM | 320,000 tested, 0.38% active;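 active = inhibition above the screen-wide mean plus 3 SD, limit set per campaign, cut at about 26% in these data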;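 also: 0% = LYPLA2 with DMSO and 100% = wells lacking LYPLA2 enzyme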
# Target sequence (O95372 whole entry, looked up): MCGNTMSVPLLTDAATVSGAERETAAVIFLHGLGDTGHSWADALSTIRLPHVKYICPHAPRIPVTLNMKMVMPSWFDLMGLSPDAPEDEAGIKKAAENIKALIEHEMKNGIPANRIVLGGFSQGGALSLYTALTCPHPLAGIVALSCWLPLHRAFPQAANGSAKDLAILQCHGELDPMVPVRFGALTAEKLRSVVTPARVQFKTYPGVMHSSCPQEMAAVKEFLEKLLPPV
# pPAFAH FP inh: pPAFAH (human) enzyme inhibition | recombinant pPAFAH, FP-rhodamine probe fluorescence polarization | inhibition, % at 3.39 µM | 330,000 tested, 1.5% active;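 active = inhibition above the mean inhibition across the screen plus 3 SD, cut at about 25% in these data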;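 also: inhibitors block binding of the rhodamine activity-based probe so polarization drops; 0% = enzyme with DMSO and 100% = wells lacking pPAFAH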
# PAFAH2 inh: inhibitors of human PAFAH2 | 340,000 tested, 0.99% active | Q99487 | inhibition, % at 3.39 µM | AID 492956 | recombinant PAFAH2, FP-rhodamine activity probe, fluorescence polarization;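 active = inhibition above the mean over all tested compounds plus 3 SD, cut at about 30% in these data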;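 also: inhibitors block probe labeling of enzyme so polarization drops; 0% = enzyme with DMSO and 100% = wells lacking PAFAH2 protein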
# LYPLA1 inh: blocks human lysophospholipase 1, a PME1 counter-screen. recombinant LYPLA1, FP-Rh probe fluorescence polarization. inhibition, % at 5.9 µM. 320,000 tested, 0.16% active. O75608;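 active = inhibition above the mean of all tested compounds plus 3 SD, set per campaign, cut at about 14% in these data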;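 also: inhibitors block serine hydrolase probe labeling of LYPLA1 so polarization falls; 0% = enzyme with DMSO and 100% = wells lacking LYPLA1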
# PAFAH1B3 inh: blocks human PAF acetylhydrolase 1B catalytic subunit 3; Q15102; recombinant PAFAH1B3, FP-rhodamine probe, fluorescence polarization; inhibition, % at 3.39 µM; 340,000 tested, 0.28% active; AID 492972;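 active = inhibition above the screen-wide average of all tested compounds plus 3 SD, cut at about 25% in these data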;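 also: 0% = enzyme with DMSO only and 100% = wells lacking PAFAH1B3 protein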
# Target sequence (Q15102 whole entry, looked up): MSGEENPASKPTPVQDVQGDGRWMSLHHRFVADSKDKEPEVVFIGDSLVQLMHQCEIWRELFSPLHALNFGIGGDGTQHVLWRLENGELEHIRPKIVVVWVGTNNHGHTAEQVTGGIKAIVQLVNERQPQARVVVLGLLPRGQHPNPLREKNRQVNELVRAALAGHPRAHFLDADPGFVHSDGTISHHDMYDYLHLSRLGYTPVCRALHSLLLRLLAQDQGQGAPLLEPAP
# * marks the source's active call; other numbers are inactive results; / = no result given. This is a subset; count on the stated rates, not on these rows.
SMILES,GSTO1 counter,PAD4 FP inh,PAFAH1B2 inh,PME-1 inh,LYPLA2 inh,pPAFAH FP inh,PAFAH2 inh,LYPLA1 inh,PAFAH1B3 inh
COc1ccc(NC(=O)CN2C(=O)C(C)Oc3ccccc32)cc1OC (stereo not given),2,-3,-2,3,9,5,3,1,11
COc1cccc(NC(=O)CN(C)C(=O)c2cccc(S(=O)(=O)N3CC4(C)CC3CC(C)(C)C4)c2)c1 (stereo not given),/,0,4,/,/,3,3,/,-2
CN1CCN(S(=O)(=O)c2ccc(C(F)(F)F)cc2)C(c2ccccc2)C1 (stereo not given),/,2,1,-5,-7,2,-1,-3,3
Cn1cc(CCNC(=O)c2ccc3nc(Cc4ccccc4F)oc3c2)cn1,-7,-4,3,7,9,6,-1,4,5
Cc1ccc2nc(C)cc(N/N=C/c3cccnc3)c2c1,9,1,-4,-4,-6,6,5,-2,-1
O=S1(=O)CCN2C=C(Cl)C=C(Cl)C2=N1,15,3,4,4,2,-1,1,1,-3
Nc1ccc(C(=O)OCc2nc3c(ccc4ccccc43)[nH]2)cc1,-6,-8,4,-3,5,17,80*,-5,11
O=C(NCCCn1ccnc1)c1ccc(Cl)s1,-3,-1,-3,3,8,2,1,8,5
O=C(CN1C(=O)c2cccnc2Oc2ccc(Cl)cc21)Nc1ccccc1F,-10,-14,0,-6,-2,-8,-9,0,-1
COc1ccccc1C(=O)Nc1ccc(NC(=O)c2ccco2)cn1,-3,1,7,-3,-1,-3,11,-1,4
Nc1nc(SCC(=O)NCCOCCO)nc2sc3c(c12)CCCC3,-6,6,6,3,1,0,-2,0,8
O=C(C(=O)N1CCN(c2ccc(F)cc2)CC1)c1c[nH]c2ccccc12,0,-3,-4,6,2,5,4,1,-9
Cc1ccccc1C(=O)N/N=C/c1ccccn1,5,2,-5,1,5,2,-5,-1,6
CCOC(=O)C1CCN(S(=O)(=O)c2c(C)[nH]c(C)c2C(=O)N2CCCC2)CC1,7,-1,2,0,14,2,-6,2,5
O=C(CCc1nc(-c2ccc(Cl)cc2)no1)NC1CCCCC1,6,-4,-1,5,2,5,-7,-1,4
Oc1ccccc1C(=S)N1CCCC1,0,1,4,-6,0,4,-1,-2,0
CCOC(=O)c1c(N)sc(-c2ccccc2)c1C,7,6,-1,9,3,34*,3,0,15
COc1ccc2[nH]c(=O)c(C(c3nnnn3CC3CCCO3)N3CCc4ccccc4C3)cc2c1 (stereo not given),4,3,4,5,-1,1,2,-1,0
Cc1ccc2[nH]c(=O)c(CN(C)C(=O)c3ccccn3)cc2c1,2,-5,3,2,7,2,0,1,3
CCc1ccc(Oc2coc3cc(OCC(=O)Nc4cc(C)ccc4C)ccc3c2=O)cc1,4,-2,0,1,6,3,-2,-2,-5
O=C(NCCCN1CCOCC1)C(=O)NCC1OCCN1S(=O)(=O)c1ccc(Br)cc1 (stereo not given),-8,-2,2,1,-2,-1,1,-5,4
COCCCNC(=O)CCn1c(=O)c2ccccc2n(CC(=O)NCCC2=CCCCC2)c1=O,10,-4,2,-6,2,1,-4,-1,11
CCOC(=O)c1cc(OC(=O)c2cccnc2)n(-c2ccccc2)n1,3,-5,/,3,0,2,/,-1,/
COc1ccc(N2CCN(C(=S)Nc3ccc(F)cc3)CC2)cc1,3,-2,-2,5,0,2,-4,4,-2
Cc1cccc(NC(=O)CSc2nnc(C)n2Cc2ccccc2)c1,7,1,7,3,0,0,-3,-3,1
COc1cccc2c(C)nc(Nc3nc(CSc4nnc(C)s4)cc(=O)[nH]3)nc12,4,-7,5,5,-1,9,9,-3,3
COc1ccc(-c2nnc(N3CCCCC3)c3ccccc23)cc1,-2,2,-1,0,-3,-2,4,-1,1
Cc1ccccc1Nc1nnc(SCC(=O)c2ccc(O)cc2O)s1,2,-1,8,-2,-1,10,5,-7,6
O=C(CSc1ccccc1)N1CCN(c2ccc(F)cc2)CC1,2,1,5,-4,1,7,2,0,3
COc1cc(C(=O)NNC(=O)C2CCC2)cc(OC)c1OC,/,-3,3,0,8,4,-6,0,8
O=c1[nH]c(SCc2n[nH]c(=S)n2-c2ccccc2)nc2sc3c(c12)CCC3,-53,2,1,-6,3,4,0,-1,-1
COc1cccc(NC(=O)C(C)OC(=O)CCCNC(=O)c2ccc(Cl)cc2)c1 (stereo not given),11,-2,-1,-1,-4,-1,0,1,0
CC(C)(C)c1csc(NC2=NS(=O)(=O)c3ccccc32)n1,-16,-1,11,-1,-8,7,37*,-1,-3
C=CCn1c(CC(=O)Nc2ccc(C)cc2C)nnc1SCC(=O)N1CCOCC1,-2,8,0,-1,-2,-1,2,0,10
CCOc1cc(N2CCOCC2)c(OCC)cc1NC(=O)CSc1ccccc1C(=O)O,/,-2,4,3,0,4,-5,0,0
CSc1ccc(/C=N\NC(=O)CNc2ccc(C)cc2)cc1,-3,0,-3,14,5,6,-2,-1,0
O=C(CN1c2cccc3cccc(c23)S1(=O)=O)Nc1ccc(S(=O)(=O)N2CCOCC2)cc1,-1,17*,5,3,5,7,3,-5,-5
Cc1ccc(C(=O)NC(c2ccccc2)C(Cl)Cl)cc1 (stereo not given),-10,-6,9,-5,-2,5,6,4,4
Cc1nn(Cc2noc(C(=O)NCCCn3ccnc3)n2)c(C)c1Br,-2,0,-2,2,4,2,-12,0,7
Cc1nc(CN(C)C(=O)CC2C(=O)NCCN2Cc2ccc(-c3ccccc3)cc2)cs1 (stereo not given),5,-3,-4,-2,-3,-1,-1,3,2
Cc1c(C(=O)NN)nn(-c2ccc(F)cc2)c(=O)c1C#N,3,-2,-3,-1,0,-2,1,-4,2
CCOC(=O)C1CCN(C(=O)c2ccccc2CCc2ccccc2)CC1,-7,4,2,6,5,4,3,1,2
Cc1nnc(NC(=O)c2ccc3c(c2)OCO3)s1,-7,1,3,-3,2,0,-1,-4,4
COc1ccc(CCNC(=O)CCCc2ccccc2)cc1OC,-1,3,6,2,-3,2,1,-1,11
O=C(/C=C/c1ccc(Cl)cc1)N1CCN(Cc2ccccc2)CC1,1,-4,0,1,20,5,-4,6,8
O=[N+]([O-])c1cccc(CN2CCN(c3ncccn3)CC2)c1,-6,1,6,1,-1,-1,-1,-1,7
COc1cccc(CC2(CO)CCCN(Cc3nc(-c4cccs4)oc3C)C2)c1 (stereo not given),-4,-8,5,4,-3,-8,1,-3,5
O=C(NCCN1CCOCC1)c1c[nH]c2ccc(S(=O)(=O)N3CCOCC3)cc2c1=O,5,3,-2,-2,8,1,6,1,10
CCN1CCN(C(=O)CCc2nnc3ccc(N4CCC5(CC4)OCCO5)nn23)CC1,-1,3,1,2,4,1,3,2,-1
Nc1nc(SCC(=O)Nc2ccccc2Oc2ccccc2)n[nH]1,6,2,2,1,5,4,-9,-5,7
Cc1ccc(C)c(S(=O)(=O)NCc2ccc(C(=O)N3CCCCC3C)cc2)c1 (stereo not given),4,0,3,2,2,4,-8,-2,7
CC1=NN(Cc2cc(C(C)(C)C)c(O)c(C(C)(C)C)c2)C(=O)C1,14,-7,7,2,-5,-2,4,-3,6
O=C(CNc1cccc(C(F)(F)F)c1)Nc1cccc(S(=O)(=O)N2CCCC2)c1,/,-4,0,12,-4,0,2,-9,-4
O=C(O)c1cnn2c(C(F)(F)F)cc(-c3ccco3)nc12,10,-1,5,-2,1,4,3,1,4
CCOC(=O)Cn1nc(Cc2ccccc2)c2ccccc2c1=O,1,0,0,3,1,2,-3,0,5
O=C(O)c1cccnc1Sc1ccc(Br)cc1,1,1,0,-3,2,3,-12,-1,10
Cc1cccc(NC(=O)c2ccc(S(=O)(=O)N(C)C)cc2)n1,2,-5,4,1,-5,5,-2,0,-3
N#CC1C=Cc2ccccc2N1C(=O)c1ccccc1 (stereo not given),-10,-1,16,1,-2,1,-2,-4,4
Cc1ccc(C(=O)NCC(=O)OCc2csc(-c3ccccc3)n2)cc1,-2,-1,15,0,0,1,-4,-6,-3
CCC(C#CCN1CCOCC1)(CC)OCCC#N,0,2,0,8,6,1,1,-1,7

# Quoted from above (two entries):
SMILES,GSTO1 counter,PAD4 FP inh,PAFAH1B2 inh,PME-1 inh,LYPLA2 inh,pPAFAH FP inh,PAFAH2 inh,LYPLA1 inh,PAFAH1B3 inh
N#CC1C=Cc2ccccc2N1C(=O)c1ccccc1 (stereo not given),-10,-1,16,1,-2,1,-2,-4,4
Cc1ccc(C(=O)NCC(=O)OCc2csc(-c3ccccc3)n2)cc1,-2,-1,15,0,0,1,-4,-6,-3

# Next part.
SMILES,GSTO1 counter,PAD4 FP inh,PAFAH1B2 inh,PME-1 inh,LYPLA2 inh,pPAFAH FP inh,PAFAH2 inh,LYPLA1 inh,PAFAH1B3 inh
O=C(c1ccncc1)N(Cc1cc2ccccc2[nH]c1=O)C1CCCCC1,10,-1,5,8,5,-2,0,0,5
CNC(=O)c1c(NC(=O)c2ccco2)sc(C)c1C,11,0,0,2,-3,7,1,2,4
COc1ccc(CNC(=O)CN2C(=O)COc3ccc(S(=O)(=O)N4CCOCC4)cc32)cc1,-6,-2,1,4,-5,6,1,-2,6
CCc1ccc(CN(C)C(=O)c2cc(COc3c(F)cccc3F)on2)cc1,3,-2,1,2,4,3,-1,2,-7
O=C(Nc1ccc(Cl)cc1)c1ccsn1,7,2,5,1,-5,1,2,-2,-2
Cc1c(CC(=O)NCC(=O)O)c(=O)oc2cc3occ(-c4ccccc4)c3cc12,1,-9,7,0,0,5,8,-3,5
CCn1ccnc1CN(C)C(=O)c1cc(COc2ccc(Cl)cc2OC)on1,4,2,1,-9,-4,-6,-13,-4,3
CCn1c(SCC(=O)Nc2ccc3c(c2)c2ccccc2n3CC)nnc1-c1cnccn1,21,-3,0,18,0,19,10,-1,2
N=c1c2ccccc2nc2n1CCCCCCCCCCC2,-7,2,3,-2,2,4,-5,2,-3
O=C(Nc1ccc(N2CCN(C(=O)c3cccs3)CC2)c(Cl)c1)c1ccco1,2,1,4,-2,2,7,1,0,0
COc1ccc2nc(C)c3cc(C)oc3c2c1,3,-3,-2,3,-4,6,-5,-2,1
CCN(CC)S(=O)(=O)c1ccc2c(c1)C(=NO)c1cc(S(=O)(=O)N(CC)CC)ccc1-2,-8,-3,-21,-83,-69,-39,-54,-43,-46
N=C(N)c1ccc(Cl)cc1,-2,-3,-5,5,2,3,0,2,3
CCN(C(=O)c1cnc2scc(C)n2c1=O)c1ccccc1C,5,1,4,3,0,-1,-10,-1,-1
CC1CCN(C(=O)C2CCN(S(=O)(=O)c3cccs3)CC2)CC1,1,-5,1,18,2,2,-8,1,2
COc1ccc(CN(C)S(=O)(=O)c2nnc(NC(=O)c3ccccc3Br)s2)cc1,-46,-2,8,2,2,4,6,2,3
Cc1cccc(C#N)c1NC1=CC(=O)CC(C)(C)C1,0,6,4,2,3,1,3,3,3
O=C1c2cccnc2C(=O)N1c1cccc([N+](=O)[O-])c1,-5,-5,2,-6,-2,2,3,2,0
CCn1c(O)c(N=NC(=S)NCC2CCCO2)c2ccccc21 (stereo not given),-5,-4,3,0,1,0,9,-1,3
N#Cc1cccc(S(=O)(=O)NCc2nnc3ccccn23)c1,/,5,6,1,2,-1,0,-2,3
COCCOn1c(SCCOC)nc2ccccc2c1=O,1,-2,5,7,3,-2,1,3,6
O=C(N/N=C/c1ccc2c(c1)OCO2)C(=O)N1CCCC1,8,-2,7,1,-1,-5,3,1,3

# High-throughput results from PubChem BioAssay.
